HT1080-NT tox = kills 2HG-producing HT-1080-NT fibrosarcoma cells; Potency, µM (titrated, usually from 46.1 µM), inactives show top-dose activity, negative = less viability, hits mostly cytotoxic; HT-1080-NT fibrosarcoma viability, CellTiter-Glo ATP luminescence, 48 h; hit rate 1.6% among 360,000;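 note: NT is the 2HG producing partner of a matched IDH1 knockdown line; potency is the fitted concentration of half-maximal effect; 0% = DMSO-treated cells and -100% = media-only wells without cells; nearly all actives have a fitted effect of over 55% in size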
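Fibrosarcoma NT cells, 750 per well in 5% FBS RPMI, were exposed to compound for 48 hours. Viability: CellTiter-Glo luminescence.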
HT1080 IDH1KD tx = kills HT-1080 cells with IDH1 knockdown | HT-1080 IDH1 knockdown viability, ATP luminescence, 48 h | Potency, µM (doses to about 46.1 µM), without a hit: at the highest dose activity, negative = toxicity, usual class: cytotoxic | hit rate 2% among 360,000;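 note: potency is the fitted concentration of half-maximal effect; 0% = DMSO wells and -100% = cell-free medium wells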
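Assay cells: HT-1080 with IDH1 knockdown, 750 per well, RPMI/5% FBS. Exposure: 48 h at 37 °C following 2 h pre-incubation. Read: CellTiter-Glo luminescence; fitted concentration-response, curve class assigned.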
MCF10A rerep = DNA re-replication induction in MCF 10a cells | MCF 10A DNA re-replication, Hoechst nuclear intensity, 48 h | Potency, µM (doses to about 46.1 µM), inactives show at the highest dose activity, positive = re-replication, hits mostly activators | hit rate 2.9% among 350,000 | AID 624296; note: potency is the fitted concentration of half-maximal effect; % of control where 0% means no effect; nearly all actives have a fitted effect of over 50% in size
IL-1B inflam inh = blocks inflammasome-driven IL-1 beta release | THP-1 LPS/ATP IL-1B secretion, AlphaLISA, 16 h; hits give low values | AID 743279 | activity change, % at 57.5 µM | hit rate 4.7% among 360,000; in the data active = activity change below about -50%; inconclusive = mostly about -30% to -49%; note: % is set by controls: 0 for no effect and ±100 for the full control effect
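THP-1 cells pretreated 1 hr with compounds (up to 57.5 uM final), then stimulated with LPS (250 ng/mL final) plus ATP (1.25 mM final); secreted IL-1B measured by AlphaLISA after 16 hr, decreased signal indicating inhibition.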
ATXN2 expr inh = reduces ATXN2 reporter expression in HEK-293 cells. HEK-293 ATXN2-luciferase reporter, luminescence, 24 h. Potency, µM (series often up to 57 µM), for the others: at the highest dose activity change, negative = inhibition, actives largely listed as inhibitors. hit rate 0.72% among 360,000. AID 1745845; note: potency is the fitted concentration of half-maximal effect; % is set by controls: 0 for no effect and ±100 for the full control effect; nearly all actives have a fitted effect of over 55% in size
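ATXN2-luciferase reporter cells (luciferase flanked by upstream and downstream ATXN2 gene portions) were treated 24 h at 37 °C with compounds at up to 57 uM. SteadyGlo luminescence gave expression; GF-AFC fluorescence gave viability.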
KB-3-1 cytotox = kills parental KB-3-1 adenocarcinoma cells. Potency, µM (highest dose often 46.1 µM), for the others: at the highest dose activity change, negative = cytotoxic, usual class: cytotoxic. hit rate 1.4% among 400,000. KB-3-1 viability, CellTiter-Glo ATP luminescence, 72 h; note: potency is the fitted concentration of half-maximal effect; % is set by controls: 0 for no effect and ±100 for the full control effect; nearly all actives have a fitted effect of over 60% in size
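Using CellTiter-Glo luminescence, growth of non-resistant KB-3-1 adenocarcinoma cells is assessed 72 h after pin-tool compound addition at 37 °C. Normalized responses across the concentration series yield fitted curves.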
S2 tox = reduces viability in counter-screen for ATXN expression inhibitors; S2 cells (HEK-293 line with an ATXN2-luciferase reporter) viability, CellTiter-Fluor protease fluorescence, 24 h; Potency, µM (series often up to 56.7 µM), actives largely listed as cytotoxic; hit rate 0.49% among 400,000; note: potency is the fitted concentration of half-maximal effect; nearly all actives have a fitted effect of over 40% in size
HepG2 tox = HepG2 cytotoxicity, counter-screen for TGF-b inhibitors; HepG2 CAGA-GFP viability, ATP luminescence, 18 h; Potency, µM (series often up to 46.1 µM), for the others: top-dose activity change, negative = cytotoxicity, most hits filed as cytotoxic; hit rate 0.76% among 410,000; AID 588856; note: potency is the fitted concentration of half-maximal effect; some results filed as inactive show a strong effect at the top dose
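CellTiter-Glo luminescence gave cytotoxicity after 18 hours at 37 degrees C. The cells were HepG2 CAGA-GFP in 1% FBS DMEM, stimulated with 500 pg/mL TGF-beta after compound addition. %Activity was normalised to no-cell wells (complete cell-killing) and DMSO (no toxicity), and curves were fitted and classified.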
SW480 rerep = DNA re-replication induction in SW480 cells | SW480 DNA re-replication, Hoechst DNA content imaging, 48 h | Potency, µM (top dose mostly 46.1 µM), for the others: at the highest dose re-replication activation, most hits filed as activators | hit rate 1.8% among 340,000 | AID 624297; note: potency is the fitted concentration of half-maximal effect; % of control where 0% means no effect; nearly all actives have a fitted effect of over 55% in size
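Image-based read-out: total Hoechst fluorescence of nuclei (405 nm excitation, 500-530 nm emission), with hits raising the fraction of high-intensity nuclei. SW480 colon cells incubated 48 hr with compounds at 37 C.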
* marks the source's active call; other numbers are inactive results; i = inactive; ? = inconclusive; nt = no result given; & = joins results of further samples; ! = not confirmed by another sample; [ ] = another dose, or the depositor's remark. Unless noted, calls come from the whole dose curve; as a rule, active = well fitted curve in the direction sought with a large enough effect; inconclusive = small, poorly fitted or top-dose-only effect, or another doubt; inactive = no such curve, though single readings can be large; an effect the other way counts as inactive or inconclusive.

SMILES	HT1080-NT tox	HT1080 IDH1KD tx	MCF10A rerep	IL-1B inflam inh	ATXN2 expr inh	KB-3-1 cytotox	S2 tox	HepG2 tox	SW480 rerep
COc1ccc(Nc2nc(NCC3CCCO3)c3ccccc3n2)c(OC)c1 (stereo unspecified)	?	?	-1.1%	nt	-27.3%[11.3 µM]	-1.1%	?	-10.7%	-6.8%
COc1cccc(NC(=O)c2ccccc2-c2nc(-c3cccc(C)c3)no2)c1	-6.9%	-10.3%	-0.1%	-1.2	2.2%	4.7%	i	2.5%	-1.0%
Cc1ccc(C(=O)COC(=O)c2ccccc2N2C(=O)C3C4CCC(C4)C3C2=O)cc1C (stereo unspecified)	5.8%	1.0%	38.4%	6.0	-1.7%	-10.2%	?	-13.2%	-7.7%
CCC(C)N1CCCCC1C(=O)Nc1c(C)cc(C)cc1C (stereo unspecified)	-7.3%	-1.1%	9.6%	7.1	-0.8%	1.4%	i	-3.0%	11.5%
CC(=O)c1sc(Nc2ccc3c(c2)OCO3)nc1C	18.7%	-6.6%	nt	-25.7	31.4%	?	i	2.1%	nt
CN1CCN(CC(=O)Nc2ccc(OC(F)(F)F)cc2)CC1	-1.9%	0.5%	?	-0.4	-2.0%	-2.6%	i	-47.1%	-4.4%
Cc1ccc(-n2c(Cc3ccccc3)n[nH]c2=S)c(C)c1	-10.0%	2.0%	16.6%	-66.5*	-8.4%	-18.3%	i	-7.5%	1.1%
CCCCn1c(-c2ccccc2)cnc1SCC(=O)NCCc1ccc(OC)c(OC)c1	-19.4%	-26.9%	-9.5%	-76.6*	32.6%[activator]	-9.8%	i	-5.9%	1.6%
Cc1ccc(Nc2nc(CSc3nnnn3-c3ccccc3)cc(=O)[nH]2)cc1	?	?	?	46.6	-15.0%	?	i	-7.2%	-2.3%
O=C(CSCc1c[nH]c(=O)[nH]c1=O)OCC(=O)c1ccc(Br)cc1	5.8%	6.3%	-14.3%	21.2	3.1%	-10.7%	i	-0.8%	-1.2%
CC(C)(C)C(=O)Nc1nnc(SCC(=O)Nc2nccs2)s1	-0.3%	-1.3%	-4.1%	0.0	6.7%	-2.5%	i	-1.2%	-4.7%
Cc1cccc(-c2nnc(SCc3nc4ccccc4[nH]3)n2Cc2ccco2)c1	?	-11.7%	?	-15.8	-16.5%	-3.8%	i	-5.7%	-9.1%[9.22 µM]
CCCCn1c(SCC(=O)N(C)C)nnc1-c1ccncc1	12.7%	22.8%	0.8%	10.5	-23.4%	5.0%	i	7.0%	0.4%
CC(=O)Nc1cc2c3c(c1)CCC(=O)N3CCC2	9.8%	9.1%	-2.3%	39.3	3.1%	0.4%	i	-1.0%	2.3%
O=C(O)CCCNc1n[nH]c(=O)[nH]c1=O	8.2%	10.6%	4.6%	4.2	5.8%	15.7%	?	-19.9%	-9.6%
Cn1nnnc1SCCNCc1cc(Br)ccc1OCc1ccccc1Cl	nt	nt	nt	nt	?	?	i	-51.1%	nt
CC(Sc1nnc(-c2cccs2)n1C1CC1)C(=O)NCC1CCCO1 (stereo unspecified)	10.2%	8.9%	3.1%	6.9	1.6%	2.1%	i	1.2%	0.7%
CC(C)(C)c1ccc(C(=O)NCC(=O)NCC(C)(C)N2CCOCC2)cc1	-16.0%	-2.9%	1.1%	13.0	14.0%	0.6%	i	-12.7%	0.1%
COc1ccc(-c2nnc(OCc3nc4ccccc4n3C)c3ccccc23)cc1	-28.2%	-25.3%	7.7%	-13.1	-33.9%	-17.0%	i	-23.5%	5.4%
Cc1onc(-c2c(Cl)cccc2Cl)c1C(=O)NN1CCCCCC1	11.0%	11.8%	-19.5%	nt	9.4%	-2.1%	i	-38.0%	-45.7%[inhibitor]
COc1cc(NC(=O)c2nc3cc(C)c(C)cc3n(C)c2=O)cc(OC)c1OC	nt	nt	nt	nt	1.5%	6.1%	i	7.3%	nt
CCN(CC)CCNC(=O)c1cccc(NC(=O)C(=O)c2cc(Br)ccc2NC(C)=O)c1	-17.2%	2.2%	-1.0%	14.5	-5.4%	-3.0%	i	0.0%	0.4%
CCC(=O)N(Cc1cc2cc(OC)ccc2[nH]c1=O)c1ccccc1OC	5.6%	1.3%	nt	?	nt	-0.2%	i	-26.0%	nt
COc1ccc(C/C(C)=N/NS(=O)(=O)c2ccc(Br)cc2)cc1	-0.5%	0.6%	2.1%	11.2	14.1%	4.4%	i	1.2%	1.5%
CCCCN(CC)CCCNC(=O)CN1C(=O)CSc2ccc(S(=O)(=O)N3CCOCC3)cc21	-0.2%	7.5%	-0.5%	12.3	nt	0.5%	i	16.8%&-5.6%	-33.5%[inhibitor]

Single values from the results shown.
Result for O=C(CSCc1c[nH]c(=O)[nH]c1=O)OCC(=O)c1ccc(Br)cc1 in ATXN2 expr inh: 3.1%
Result for CN1CCN(CC(=O)Nc2ccc(OC(F)(F)F)cc2)CC1 in HT1080 IDH1KD tx: 0.5%

The main list resumes with the four entries that preceded the break.
SMILES	HT1080-NT tox	HT1080 IDH1KD tx	MCF10A rerep	IL-1B inflam inh	ATXN2 expr inh	KB-3-1 cytotox	S2 tox	HepG2 tox	SW480 rerep
CCN(CC)CCNC(=O)c1cccc(NC(=O)C(=O)c2cc(Br)ccc2NC(C)=O)c1	-17.2%	2.2%	-1.0%	14.5	-5.4%	-3.0%	i	0.0%	0.4%
CCC(=O)N(Cc1cc2cc(OC)ccc2[nH]c1=O)c1ccccc1OC	5.6%	1.3%	nt	?	nt	-0.2%	i	-26.0%	nt
COc1ccc(C/C(C)=N/NS(=O)(=O)c2ccc(Br)cc2)cc1	-0.5%	0.6%	2.1%	11.2	14.1%	4.4%	i	1.2%	1.5%
CCCCN(CC)CCCNC(=O)CN1C(=O)CSc2ccc(S(=O)(=O)N3CCOCC3)cc21	-0.2%	7.5%	-0.5%	12.3	nt	0.5%	i	16.8%&-5.6%	-33.5%[inhibitor]
CC(=O)N1CCC(C(=O)Nc2ccc(S(=O)(=O)NCCc3ccccc3)cc2)CC1	-4.8%	-5.4%	-5.3%	0.1	-6.1%	-10.5%	i	-8.5%	0.9%[9.22 µM]
C[C@H](Nc1ncnc2sc3c(c12)CCC3)C(=O)O	6.6%	1.9%	-5.3%	-4.1	4.0%	5.5%	i	0.2%	-1.3%
CC1CC(N(C(=O)c2ccco2)c2ccccc2)c2ccccc2N1 (stereo unspecified)	-22.5%	?	14.1%	0.0	3.8%	-15.9%	i	-45.1%	?
COc1ccc(CCNC(=O)Cc2cc(=O)[nH]c(=O)[nH]2)cc1OC	22.0%	9.1%	3.5%	-0.2	-11.3%	6.2%	i	-10.2%	-2.2%
Cc1ccc(C(=O)NCC(=O)OCC(=O)c2c(N)n(C)c(=O)n(C)c2=O)cc1C	5.4%	-0.9%	-38.2%[inhibitor]	25.1	1.4%	nt	i	5.4%	-6.3%
O=C(NCCc1ccccc1)c1cc2ccccc2oc1=O	5.6%	1.1%	-2.8%	-12.9	-29.9%	-2.1%	?	-39.5%	-30.9%[inhibitor]
COc1ccc(C(CNC(=O)COc2cc(C)c(Cl)c(C)c2)N2CCCCC2)cc1 (stereo unspecified)	-1.0%	-1.9%	?	?	?	-16.6%&0.7%	?	5.4%&-33.7%	6.7%
COc1ccc(OC)c(S(=O)(=O)n2cccn2)c1	-1.4%	-2.5%	-2.0%	0.0	?	-11.4%	i	-6.7%	-6.3%
COCC(=O)N(Cc1cc2cc(OC)ccc2[nH]c1=O)c1ccc(C)cc1	-0.2%	0.2%	3.0%	-14.8	1.6%	9.4%	i	-14.4%	12.0%
O=C(CN1C(=O)CNC1=O)Nc1cc(Cl)cc(Cl)c1	-3.6%	-5.5%	5.7%	-15.6	7.1%	-0.1%	i	-23.3%	0.2%
COc1cccc(C2C(C(=O)Nc3ccc(Cl)cc3)=C(C)Nc3c(C(=O)Nc4ccccc4)cnn32)c1OC (stereo unspecified)	nt	nt	nt	nt	-13.3%	-10.3%	i	-8.5%	nt
CCNc1nc(NC(C)C)nc(N(C#N)C(C)C(=O)N(C)C)n1 (stereo unspecified)	-2.3%	-1.2%	4.6%	16.3	2.9%	0.0%	i	2.7%	-2.0%
CCOc1cc(C(c2c(C)[nH][nH]c2=O)c2c(C)[nH][nH]c2=O)cc(Cl)c1O	-5.4%	-6.0%	12.8%	?	4.9%	-10.2%	i	-26.5%	1.5%
Cc1cc(C)c(C#N)c(SCC(=O)c2ccc(Cl)cc2Cl)n1	?	?	2.4%	-93.5*	-13.9%	-4.0%	i	-5.6%	84.9%
CC(=O)Nc1ccc(S(=O)(=O)N2CCN(c3ccccn3)CC2)cc1	8.0%	6.8%	2.3%	-9.4	2.7%	0.5%	i	-21.3%	-2.8%
COc1cc(NC(C)CCCN)c2ncccc2c1 (stereo unspecified)	16.4µM*	?	27.2%	-10.9	?	-0.1%	12.6µM*!	-55.2%	?
CSc1ccc(CCNC(=O)c2ccc(-c3nc(COc4ccc(C)cc4)c(C)o3)cc2)cc1	nt	nt	nt	nt	9.1%	8.9%	i	11.7%	nt
COc1cc(/C=N/NC(=O)NC2CCCCC2)ccc1O	-2.3%	-2.0%	-0.9%	?	-4.2%	-0.3%	i	-15.1%	-4.9%
CC(C)C(=O)N(c1cc2sc(=O)oc2c2ccccc12)S(=O)(=O)c1cccs1	11.2µM*	?	?	-18.2	-37.3%	-1.4%	i	-41.9%	21.5%
O=C1Cc2cc([N+](=O)[O-])ccc2N1c1c(Cl)cccc1Cl	-4.8%	0.7%	-9.4%	-10.4	-15.0%	-2.0%	i	-11.8%	0.6%
